Screening results (PubChem)
hcGAS lum: blocks human cGAS activity. Q8N884. recombinant h-cGAS, ATP depletion, Kinase-Glo luminescence. inhibition, % at 12.5 µM. actives 0.081% (n = 290,000);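 note: 0% = vehicle reaction and 100% = reaction without DNA for no activity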
Target sequence (Q8N884 whole entry, looked up): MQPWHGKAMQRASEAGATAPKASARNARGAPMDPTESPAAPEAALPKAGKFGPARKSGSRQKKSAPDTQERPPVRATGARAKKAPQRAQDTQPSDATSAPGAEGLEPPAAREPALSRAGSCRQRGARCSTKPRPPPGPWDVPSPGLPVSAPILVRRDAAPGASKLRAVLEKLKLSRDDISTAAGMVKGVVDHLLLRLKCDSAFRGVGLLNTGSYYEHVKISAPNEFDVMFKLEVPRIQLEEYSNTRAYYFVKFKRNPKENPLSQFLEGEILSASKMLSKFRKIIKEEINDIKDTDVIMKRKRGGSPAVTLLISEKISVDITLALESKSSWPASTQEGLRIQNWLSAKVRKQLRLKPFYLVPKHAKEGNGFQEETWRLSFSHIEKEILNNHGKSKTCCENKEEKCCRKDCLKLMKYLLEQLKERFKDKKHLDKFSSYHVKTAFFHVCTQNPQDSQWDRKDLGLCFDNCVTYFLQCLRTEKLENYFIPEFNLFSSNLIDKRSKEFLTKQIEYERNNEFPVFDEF
mcGAS lum: inhibitors of mouse cGAS; Q8C6L5; recombinant cGAS, Kinase-Glo ATP depletion luminescence; inhibition, % at 12.5 µM; actives 0.15% (n = 160,000); AID 1259399;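 note: 0% = negative control wells and 100% = reference inhibitor with no enzyme activity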
NPYLR7 ag: mosquito NPYLR7 agonism; AID 1259423; HEK293T NPYLR7/Galpha15, GCaMP6s calcium fluorescence; activation, % at 10 µM; actives 0.15% (n = 270,000); in the data active = activation above about 40%;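 note: 0% = vehicle and 100% = reference agonist at the receptor; some compounds past the cut are filed as inactive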
Starred values were filed as active, the others as inactive; . = no result given. Cut-off read from the data, not from the text of the source, unless noted: active = inhibition above about 40%; inactive = the rest.

Sample of the layout, 2 compounds:
SMILES	hcGAS lum	mcGAS lum	NPYLR7 ag
CN1CCN2C[C@@H](NC(=O)CCc3nc4ccccc4[nH]c3=O)C[C@H]2C1	-6	-10	6
COc1cc(OC)cc(-n2c(CCC(=O)NCCOc3ccccc3)cc3c2-c2ccccc2CC3)c1	-1	-7	3

All compounds of this part, from the first entry:
SMILES	hcGAS lum	mcGAS lum	NPYLR7 ag
CN1CCN2C[C@@H](NC(=O)CCc3nc4ccccc4[nH]c3=O)C[C@H]2C1	-6	-10	6
COc1cc(OC)cc(-n2c(CCC(=O)NCCOc3ccccc3)cc3c2-c2ccccc2CC3)c1	-1	-7	3
COc1cc(C2C(C(N)=O)=C(C)Nc3ncnn32)ccc1OC(F)F (stereo not given)	-11	.	2
CCc1nc2ccc(C(=O)NCCN3CCNC3=O)cn2c1N(C)C(=O)Nc1ccccc1OC	-5	-3	-6
COc1ccc(C2CC(=O)C3C(=Nc4ccccc4NC3c3ccc(C)o3)C2)cc1 (stereo not given)	-1	1	2
CCOc1ccccc1CNC(=O)c1cc(N2CCOCC2)nc2ccccc12	-1	.	10
O=C(c1ccc2oc(-c3ccc(C(F)(F)F)cc3)nc2c1)N1CCC(O)CC1	-8	.	4
COc1cccc(Cn2c(C(=O)N3CCN(C(=O)Nc4ccccc4F)C(C)C3)cc3ccoc32)c1 (stereo not given)	-8	-5	3
O=C(OCC(=O)C12CC3CC(CC(C3)C1)C2)C1CC2CCCC(C1)C2=O (stereo not given)	-4	.	-2
COC(=O)c1ccc(CN2CCCC2)o1	6	.	1
Cc1ccc(CCC2CCN(C(=O)C3CC(=O)N(Cc4ccco4)C3)CC2)cc1 (stereo not given)	15	.	-7
Nc1cc(C(=O)NCC(c2ccc(Cl)cc2)N2CCCC2)[nH]n1 (stereo not given)	-9	.	4
CN1C(=O)NC(c2ccc(F)cc2)C2=C1CN(CC(=O)N1CCN(c3ccccn3)CC1)C2=O (stereo not given)	0	2	-1
O=C(CCN(Cc1ccccc1)c1nc(C2CC2)nc2ccccc12)Nc1ccccc1F	0	-2	0
Cc1nc(-c2ccc(-n3cnnc3)cc2)n[nH]1	-4	.	3
CN(CC(=O)N1CC[C@@H](c2ccc3c(c2)OCO3)[C@H](O)C1)Cc1ccncc1	-8	-11	1
CCOC(=O)C1=C(C)NC(=O)NC1c1ccc([N+](=O)[O-])o1 (stereo not given)	-4	.	9
COc1ccc(-c2c(-c3ccccc3)ncn2CCc2cnc[nH]2)c(F)c1F	-5	-16	1
COc1ccc(NC2CCCNC2)cc1OC (stereo not given)	-5	-13	6
O=C(C1CCCN(C2CCN(CCCc3ccccc3)CC2)C1)N1CCCC1 (stereo not given)	-3	-11	-1
Cc1ccc(C2c3cccn3CCCN2Cc2ccccc2[N+](=O)[O-])cc1C (stereo not given)	2	.	-3
O=C(NC1(c2ccc(F)cc2)CCCC1)C1Cc2ccccc2S1 (stereo not given)	-11	.	0
Cc1cccc(CCNC(=O)CC2C(=O)NCCN2CC2CCCCC2)n1 (stereo not given)	-5	.	-1
Cc1cc(-c2ccc(Cl)cc2)nc2c1c(C)nn2CCO	-5	.	4
COc1cccc(O)c1CNC1CCCN(CCCc2ccccc2)C1 (stereo not given)	-9	.	7

(cont.)
SMILES	hcGAS lum	mcGAS lum	NPYLR7 ag
CC(C)(C)c1ccc(C(=O)N2CCN(c3nc4nccc(-c5cccs5)n4n3)CC2)cc1	-3	-4	.
COc1cccc(CN2CCC2(C)C(=O)Nc2cccc3cccnc23)c1OC (stereo not given)	0	.	0
CC(C)(C)NC(=O)NC(=O)COC(=O)c1ccccc1Cc1ccccc1	-7	.	-2
CC1CC(C)CN(Cc2csc3c2CCCC3)C1 (stereo not given)	-7	.	0
CC(C)Sc1nnc(CNC(=O)C23CC4CC(CC(C4)C2)C3)n1CCc1ccccc1	-7	-8	-1
CC(C)(C(=O)N1CCC1(C)C(=O)NS(=O)(=O)c1cccc(OC(F)F)c1)c1ccccc1 (stereo not given)	-7	-4	-2
Cc1nonc1CN1CCC2(CCC(=O)N(CC3CCCO3)C2)CC1 (stereo not given)	-11	-6	.
CN1CCC(N2CCC[C@H]2C(=O)NCCCc2ncc[nH]2)CC1	-18	-8	.
CN1CCC(C)(C(=O)Nc2cccc(Cl)c2)C1 (stereo not given)	-14	.	3
Cc1ccc(F)c(N2CCN(Cc3ccc(F)cc3F)C(C)C2=O)c1 (stereo not given)	-5	-6	-2
O=C(CN1CCC2CCCCC2C1)Nc1cccc2nsnc12 (stereo not given)	-3	-6	-2
Cc1nc2ccccc2n1S(=O)(=O)N(C)C	-12	-2	16
COc1ccccc1NC(=O)N1CCSC1c1ccc(C(C)(C)C)cc1 (stereo not given)	-11	-5	18
O=c1cnnc(SCc2ccc(F)cc2)[nH]1	0	-3	3
COc1ccc(OC)c(COCC(O)CNC(C)(C)CO)c1 (stereo not given)	-9	-10	1
CC1CCC2(CC1)NC(=O)N(NC(=O)CSc1nnc(C3CC3)n1C1CC1)C2=O (stereo not given)	-7	.	4
COc1ccc(OC)c(-n2c(C)cn3c4c(=O)[nH]c(=O)n(C)c4nc23)c1	-9	.	0
Cc1ccc(C=C2SC(=S)N(Cc3ccccc3)C2=O)o1	-7	.	3
CC(C)c1cccc(C(C)C)c1NC(=O)N(CC(=O)N(CCc1ccccc1)Cc1ccco1)C(C)C	-2	-6	-8
COc1cccc(Cn2c(=O)c(C(=O)NCCc3ccccn3)nn(-c3ccccc3F)c2=O)c1	-5	-5	.
Cc1cc(N2CCCC(C(=O)c3ccc4c(c3)OCO4)C2)nc(N)n1 (stereo not given)	-5	-14	0
Clc1ccc2nc(Cl)c3nnnn3c2c1	-7	.	40
COC(=O)CCCNC(=O)Cc1c2c(n(C(C)C)c1C)CC(C)(C)CC2=O	-3	-15	5
COc1ccc(Cn2ccnc2CN(CCN2CCOCC2)C(=O)c2ccccc2F)cc1	-5	-3	9
Fc1cccc(C2Oc3ccccc3C3CC(c4ccc5c(c4)OCCO5)=NN32)c1 (stereo not given)	-3	1	3

Next part
SMILES	hcGAS lum	mcGAS lum	NPYLR7 ag
O=C(c1ccccc1C(F)(F)F)N(Cc1cccc(Oc2ccc(Cl)cc2)c1)Cc1ccco1	-6	-6	-5
Cn1cccc1-c1cc(C(=O)N2CCC(Cc3ccccc3)CC2)n(-c2ccc(Cl)c(Cl)c2)n1	-10	-4	-1
CC(c1ccc(C(=O)NCCN2CCNC2=O)o1)N1CCCCC1 (stereo not given)	-7	-13	17
CCOC(=O)C1CCN(C(=O)c2ccc(Nc3c(Oc4ccc(OC)cc4)cnn(-c4ccc(F)cc4)c3=O)cc2)CC1	4	-3	-4
O=C(Nc1nnc(-c2ccc(F)cc2)s1)C1CCCN1S(=O)(=O)c1ccc(Cl)cc1 (stereo not given)	-3	-4	-2
COc1ccc(-c2nn(-c3ccccc3C)cc2CN(C)Cc2ccncn2)cc1F	-7	-11	.
CCCCN(CC(=O)Nc1cc(C(C)(C)C)nn1-c1ccc(OC)cc1)C(=O)Nc1cccc(Br)c1	-7	-6	16
CC(CC(O)c1ccco1)NC(=O)C1CCOc2ccccc21 (stereo not given)	-2	-9	11
COCC(=O)N(Cc1csc(COc2ccccc2C(C)C)n1)C(C)C	-3	-7	6
Cc1cc(C)nc(SCc2cc(=O)c(OC(=O)c3ccc(Br)cc3)co2)n1	-5	0	-12
O=C(NC1CCN(Cc2ccccc2)C1)c1cn(Cc2ccccc2Cl)nn1 (stereo not given)	-9	.	11
CCC1CCCCN1C(=O)C(C)Sc1nc(N)nc2nc[nH]c12 (stereo not given)	5	.	4
Cc1ccccc1-n1nc2c(c1NC(=O)c1ccccc1)CS(=O)(=O)C2	-3	.	-4
CNC(=O)Cn1nc(-c2cccs2)c2sc(C)nc2c1=O	1	-7	2
O=C(CCc1csc(NC(=O)Nc2cccc(Cl)c2)n1)NCCC1=CCCCC1	-8	.	-1
C=C(C)Cn1c(=O)c2c(nc3n2CCCN3c2cc(C)cc(C)c2)n(C)c1=O	-11	.	-3
CCC(C)NC(=O)c1nn(-c2cc(C)cc(C)c2)c(=O)n(Cc2ccc(C(F)(F)F)cc2)c1=O (stereo not given)	-5	-6	-2
CCC1CN(C(=O)CCC(=O)Nc2cc(C)ccc2F)CCN1 (stereo not given)	-5	.	24
Cc1ccccc1C(=O)N1CCN(c2ccc(Cl)cc2)C(=O)C1C (stereo not given)	-4	-6	-2
N#CC(=Cc1ccco1)c1nc(-c2ccc3c(c2)NC(=O)CO3)cs1	-7	.	4
Cc1nnc(SCC(=O)N2CCCC(Nc3ccc4c(c3)OCCO4)C2)s1 (stereo not given)	-11	.	3
CN(C)S(=O)(=O)N1CCC(CO)(Cc2cccc(F)c2)CC1	-2	-4	8
COCCCn1c(C(=O)NCC2COc3ccccc3O2)cc2c(=O)n(C)c(=O)n(C)c21 (stereo not given)	-3	-10	2
CN(Cc1nc2ccccc2n1C(F)F)S(=O)(=O)c1ccc(Br)cc1	1	.	-1
FC(F)(F)c1ccc(-c2nc3c(OCc4ccccc4)cccn3c2NCc2ccccc2)cc1	-11	-9	23

Looked up by compound from the list above:
SMILES	hcGAS lum	mcGAS lum	NPYLR7 ag
CC(C)c1cccc(C(C)C)c1NC(=O)N(CC(=O)N(CCc1ccccc1)Cc1ccco1)C(C)C	-2	-6	-8
COc1cc(OC)cc(-n2c(CCC(=O)NCCOc3ccccc3)cc3c2-c2ccccc2CC3)c1	-1	-7	3
CC(C)Sc1nnc(CNC(=O)C23CC4CC(CC(C4)C2)C3)n1CCc1ccccc1	-7	-8	-1
O=C(CCN(Cc1ccccc1)c1nc(C2CC2)nc2ccccc12)Nc1ccccc1F	0	-2	0

Carrying on.
SMILES	hcGAS lum	mcGAS lum	NPYLR7 ag
CCC(C)NC(=O)c1cc(NC(=O)c2ccccc2Br)ccc1N1CCN(c2ccccc2OC)CC1 (stereo not given)	-7	2	0
CCCCCOc1ccc(N2C(=O)CSC2c2cccnc2)cc1 (stereo not given)	4	2	-2
CCCCN(CCc1nc(-c2cccc(Cl)c2)no1)CC(N)=O	0	4	5
COCCCN(CC(=O)N(Cc1ccco1)Cc1cccn1C)C(=O)c1ccc(Br)cc1	-3	-5	-2
Cc1ncc(-c2cccc3ccccc23)[nH]1	0	-1	-6
CC(OC(=O)C1CC2CCC1C2)C(=O)Nc1ccc2[nH]c(=O)[nH]c2c1 (stereo not given)	0	.	-3
CC1=C[C@@H](CN(C)CCC#N)[C@H](C(C)C)C[C@H]1Cc1nnc(-c2cncn2C)o1	-4	-7	-5
CCc1cc2c(SC(C)C(C)=O)ncnc2s1 (stereo not given)	-7	.	7
N#Cc1ccccc1S(=O)(=O)N1CCN(Cc2ccc(C(F)(F)F)cc2)CC1	-3	-6	6
Cc1cccn2c(CC(=O)N[C@@H]3CC[C@@H](N)C3)cnc12	-6	-10	-2
O=C(NS(=O)(=O)c1ccc(Br)s1)c1ccc(Cl)cc1Cl	4	1	-3
CCOc1ccc(NC(=O)c2cn(CC)nc2OCC)cc1	-5	.	3
O=C(CSc1ccc2ccccc2n1)NNC(=O)c1ccccc1C(=O)O	-3	-5	-2
Cc1ccc(-n2c(=O)[nH]c3c(C(=O)NCc4ccc(Cl)cc4)cn(C)c3c2=O)cc1	-7	.	4
COc1ccc(C(=O)NCC2CCN(c3nc(Cc4cccc(OC)c4)ns3)CC2)cc1	-8	-7	7
CCn1c(=O)[nH]c(=O)c2c(C(F)(F)F)cc(-c3cccs3)nc21	-1	-1	2
OC(c1cccc(Cl)c1Cl)C(F)(F)F (stereo not given)	-4	-14	1
Cc1cccc(N(C)c2cc(N3CCN(CC(=O)Nc4cc(-c5ccccc5)nn4C)CC3)ncn2)c1	-2	-3	-1
O=S(=O)(c1ccccc1)N1N=C(c2ccccc2)CC1c1ccccc1F (stereo not given)	-2	.	-1
Cc1ccccc1CNc1ccc(S(=O)(=O)N2CCN(C)CC2)cc1[N+](=O)[O-]	3	.	-1
Cc1ccccc1C(CC(=O)NCc1ccccn1)c1ccccc1 (stereo not given)	0	.	10
O=C(Cc1cccs1)Nc1nn2cnnc2s1	-6	.	-1
Cn1c(=O)c(C(=O)Nc2ccc(Cl)cc2Cl)c(O)c2ccccc21	-4	-5	6
Cc1ccc2nc(CN(C)C(=O)C3CC4(CCNCC4)CN3)[nH]c2c1 (stereo not given)	-4	.	17
COc1ccc(C(=O)N2CC(C(=O)N3CCOCC3)CC(c3ccccc3)C2)cc1 (stereo not given)	0	-4	.
CC1CN(c2cc(Oc3ccccc3F)ncn2)CCN1Cc1cccc(C(F)(F)F)c1 (stereo not given)	-7	-9	24
CCCc1cncnc1N1CCC(=O)N(Cc2ccccc2)C(CC)C1 (stereo not given)	-4	.	-3
CCC(C)C(=O)NCc1ccc(-c2ncc(-c3ccc(OC)cc3)[nH]2)cc1 (stereo not given)	-2	-5	-2
O=C1/C(=C/c2ccccc2)CCc2cc(O)ccc21	-22	.	9

In a second layout: entries from further up.
O=c1cnnc(SCc2ccc(F)cc2)[nH]1
  hcGAS lum = 0	mcGAS lum = -3	NPYLR7 ag = 3

COc1ccc(OC)c(COCC(O)CNC(C)(C)CO)c1 (stereo not given)
  hcGAS lum = -9	mcGAS lum = -10	NPYLR7 ag = 1

O=C(NC1(c2ccc(F)cc2)CCCC1)C1Cc2ccccc2S1 (stereo not given)
  hcGAS lum = -11	mcGAS lum = .	NPYLR7 ag = 0

COC(=O)c1ccc(CN2CCCC2)o1
  hcGAS lum = 6	mcGAS lum = .	NPYLR7 ag = 1
